Screening data (PubChem)
AP complement – orthogonal test for alternative complement pathway inhibitors | Human serum alternative complement pathway, LPS-coated ELISA, C3 deposition; tested in compound mixtures | inhibition, % at 5 µM | hit rate 0.08% among 62,000 | AID 1235;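 active = inhibition above 30% in each of the two pooled mixtures holding the compound, so the lower value exceeds 30%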;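 also: 0% = serum in Mg-EGTA without compound and 100% = EDTA serum blank; some compounds past the cut are filed as inactive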
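Assay system: human serum alternative complement pathway, C3 deposition on LPS-coated wells; Dosing: 5 µM per compound in ten-compound mixtures; Detection: Anti-C3 ELISA, OD 450 nm; Buffer or medium: Mg2+-EGTA GVB++ buffer containing human serum at 1:15 dilution; Timing: 1 h at 37 °C; Replication: two different pools per compound.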
FXIa inh mix – inhibitors of human coagulation factor XIa, pooled mixtures; purified FXIa, fluorogenic substrate; inhibition, % at 5 µM; hit rate 0.19% among 62,000; AID 680; in the data active = inhibition above about 20%, passing the limit was not always enough;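 also: each value is inhibition by a whole ten-compound pool holding the compound; 0% = enzyme with no mixture and 100% = wells lacking enzyme; strong numbers were not always called active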
CatL inh – inhibitors of human cathepsin L | P07711 | purified cathepsin L, fluorogenic substrate, fluorescence | inhibition, %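 (tested at 10 µM)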 | hit rate 0.17% among 58,000 | AID 460; in the data active = inhibition above about 45%;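 also: 0% = enzyme with no compound and 100% = no enzyme blank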
Target sequence (P07711 114-288 limits assumed): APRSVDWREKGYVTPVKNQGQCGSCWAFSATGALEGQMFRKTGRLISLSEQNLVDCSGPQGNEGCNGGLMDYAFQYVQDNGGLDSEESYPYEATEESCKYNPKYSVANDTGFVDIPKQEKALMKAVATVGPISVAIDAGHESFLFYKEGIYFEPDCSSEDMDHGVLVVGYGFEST
Target sequence (P07711 292-333 limits assumed): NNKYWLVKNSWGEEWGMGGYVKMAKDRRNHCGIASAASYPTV
C1s block – blocks human complement C1s protease activity; purified C1s, fluorogenic AMC substrate, pooled mixtures; mean inhibition % of two 10-compound mixtures (stronger effect = higher value), % at 5 µM (by protocol); hit rate 0.16% among 62,000; AID 538;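 active = inhibition above 20% in each of the two 10-compound mixture wells holding the compound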;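 also: 0% = enzyme wells lacking compound mixture and 100% = no-enzyme blank wells; some compounds called inactive have numbers as strong as hits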
CatB mix inh – human cathepsin B inhibition by mixtures; Purified cathepsin B, AMC dipeptide fluorescence, compound mixtures; inhibition, %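 (ten-compound pools at 5 µM per compound and 50 µM total)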; hit rate 0.06% among 62,000; in the data active = inhibition above about 22%, passing the limit was not always enough; inconclusive = no clear call, values can overlap the other calls;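 also: 0% = enzyme without compound and 100% = no enzyme blank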
CatB inh – human cathepsin B inhibition | hit rate 0.1% among 63,000 | inhibition, %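 (tested at 10 µM)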 | P07858 | AID 453 | purified cathepsin B, fluorogenic substrate, fluorescence; in the data active = inhibition above about 21%;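 also: 0% = enzyme with no compound and 100% = no enzyme blank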
CatS inh – human cathepsin S inhibition; P25774; recombinant cathepsin S, AMC dipeptide fluorescence, pooled mixtures; inhibition, %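 (tested at 5 µM per compound within 10-compound mixtures)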; hit rate 0.06% among 62,000; in the data active = inhibition above about 32%, passing the limit was not always enough; inconclusive = no clear call, values can overlap the other calls;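 also: 0% = enzyme without compound and 100% = blank without enzyme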
Target sequence (P25774 115-331 limits assumed): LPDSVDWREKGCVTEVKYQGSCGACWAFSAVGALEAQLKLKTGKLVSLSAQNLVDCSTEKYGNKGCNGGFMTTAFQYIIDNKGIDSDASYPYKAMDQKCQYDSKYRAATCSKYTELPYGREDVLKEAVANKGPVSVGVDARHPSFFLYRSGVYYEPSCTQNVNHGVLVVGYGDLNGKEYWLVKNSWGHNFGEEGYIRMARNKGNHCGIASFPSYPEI
CatG inh – blocks human cathepsin G enzyme activity | purified enzyme, AMC-tetrapeptide fluorescence, pooled mixtures | inhibition, % at 5 µM (by protocol) | hit rate 0.2% among 62,000 | AID 581;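 active = inhibition above 20% in each of the two mixture wells holding the compound; inactive = inhibition of 20% or less in either well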;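 also: 0% = enzyme control without mixture and 100% = blank lacking enzyme; strong numbers were not always called active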
Target sequence (P08311 21-244 limits assumed): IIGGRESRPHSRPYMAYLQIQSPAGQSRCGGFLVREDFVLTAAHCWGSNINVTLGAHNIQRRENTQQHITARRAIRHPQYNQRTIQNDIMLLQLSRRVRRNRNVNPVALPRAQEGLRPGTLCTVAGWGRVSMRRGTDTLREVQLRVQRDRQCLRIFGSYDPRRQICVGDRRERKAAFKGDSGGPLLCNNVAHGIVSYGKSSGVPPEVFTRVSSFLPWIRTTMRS
Ec RNAP inh – inhibitors of Escherichia coli RNA polymerase | P0A8V2 | E. coli RNA polymerase, fluorescence transcription assay | inhibition, %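 (tested at 10 µM)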 | hit rate 0.2% among 62,000 | AID 559; in the data active = inhibition above about 20%;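 also: 0% = enzyme without compound and 100% = no enzyme blank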
* marks the source's active call; other numbers are inactive results; ? = inconclusive; . = not tested or not shown. These rows are one share of the data. The share of hits here may be higher or lower than overall.

#	Molecule	AP complement	FXIa inh mix	CatL inh	C1s block	CatB mix inh	CatB inh	CatS inh	CatG inh	Ec RNAP inh
1	COc1ccc(-c2nc(C#N)c(N3CCN(c4ccccc4)CC3)o2)cc1	18	-6	-17	-57	5	6	-13	4	3
2	COc1ccccc1CNC(=O)[C@@H]1CCCN1C(=O)C1CCN(S(=O)(=O)c2ccc(C)cc2)CC1	5	5	4	12	6	1	17	12	12
3	COC(=O)CCC/C=C1/SCC(NC(=O)c2ccccc2)C1O (centres undefined)	11	8	.	-9	0	1	0	-2	-3
4	COc1ccccc1-c1nnc(SCC(=O)Nc2c(Cl)cccc2Cl)o1	2	3	-1	8	6	3	21	10	10
5	COC(=O)N1CCN(c2ccc(Cl)c(Cl)c2)CC1	12	6	13	15	4	1	-2	8	1
6	O=C(CSc1ccc2c(c1)OCCO2)NC(=O)NC1CCCC1	-4	1	7	-8	5	0	19	-2	9
7	COc1cc2cc(CN(CCN3CCCC3)C(=O)Nc3ccccc3Cl)c(=O)[nH]c2cc1OC	-5	2	9	-8	-5	0	-1	7	5
8	Cc1cc(-c2ccco2)n(CC(=O)NCCCc2ccccc2)n1	19	-3	3	-17	4	9	1	6	9
9	CCC(Oc1ccccc1)C(=O)N1CCC(C(N)=O)CC1 (centres undefined)	-1	13	27	13	4	5	8	11	13
10	COc1ccc(C(CC(=O)O)NC(=O)c2ccccc2)cc1OC (centres undefined)	6	9	-1	1	-1	-2	6	4	1
11	COc1cccc(OCc2nnc(SCC(=O)OCc3ccccc3)o2)c1	8	4	2	-8	-4	-3	-6	1	-3
12	Cc1ccccc1Cn1ccc(NC(=O)CCSc2nc(-c3ccco3)cc(C(F)(F)F)n2)n1	23	5	6	15	1	-2	-3	9	6
13	COc1ccc(NC(=O)CSc2nc(O)cc(=O)n2-c2ccccc2OC)cc1	4	0	6	2	-5	3	11	8	9
14	CCCn1c(SCC(=O)N2CCCc3ccccc32)nc2c1c(=O)n(C)c(=O)n2C	25	2	1	-4	6	-4	-9	-3	-1
15	COc1ccc(Cl)cc1C(=O)CSc1nc(N)cc(N)n1	-17	3	24	11	-3	-1	1	9	7
16	CCOC(=O)/C=C1\SCC(=O)N1Cc1ccc(Br)cc1	6	13	8	8	11	2	17	20	15
17	Cc1c(C)n(C(=O)CSc2nccn2C)c2ccccc12	19	5	3	1	4	1	4	10	13
18	O=C(NCc1ccccc1)C(c1cccs1)N(C(=O)c1csnn1)C1CC1 (centres undefined)	-7	0	3	1	0	-1	-6	-3	1
19	COCC(=O)NCc1ccc2c(c1)OCO2	4	5	.	15	2	-1	-7	6	-1
20	CCOC(=O)N1CCN(S(=O)(=O)c2ccc(C(=O)Nc3nc4ccc(F)cc4s3)cc2)CC1	16	5	-18	-12	3	-6	0	-1	11
21	CC(=O)C1=C(O)CCC1=N	39*	-9	1	-62	-2	1	-5	0	6
22	COCCCN1C(=O)C(=O)/C(=C(/O)c2ccc(OC)cc2C)C1c1cccnc1 (centres undefined)	-2	3	18	3	1	3	8	9	9
23	O=C(c1ccc2c(c1)OCO2)N(CC1CCCO1)C1(C(=O)NC2CCCC2)CCCCC1 (centres undefined)	5	-1	13	4	3	3	9	12	9
24	O=C(CN1C(=O)C2C3C=CC(C3)C2C1=O)NCC1COc2ccccc2O1 (centres undefined)	6	0	-2	-18	-1	0	-1	-14	-9
25	O=C(CCCNS(=O)(=O)c1ccccc1)NCc1ccco1	15	4	-4	11	6	-1	0	-9	2
26	O=C(CSc1nnc(Cc2ccccc2)o1)N1CCc2ccccc21	13	5	-1	1	2	-2	-1	-2	2
27	COc1ccc(-c2nn3c(-c4ccccc4)nnc3s2)cc1	2	3	-5	-2	2	-1	-4	-2	8
28	COc1ccc(CCn2c(C)cc3c(c2=O)C(c2ccncc2)C(C#N)=C(N)O3)cc1OC (centres undefined)	-8	11	-2	-1	-1	-2	-5	1	-3
29	Cc1nc2sc(C(c3cccs3)N3CCN(C(=O)c4ccco4)CC3)c(O)n2n1 (centres undefined)	10	-2	14	-2	0	-4	3	0	7
30	Cc1nccn1S(=O)(=O)c1ccc(Br)cc1Br	6	2	-6	3	4	0	?	1	1
31	O=C(COC(=O)c1cncc(Br)c1)NCc1ccco1	14	4	-4	-4	0	-5	-6	-4	-5
32	Cc1occc1-c1nnc(SCC(=O)Nc2ccccc2N2CCCCC2)n1C	19	3	-2	-32	2	-4	-8	-6	3
33	COc1cc2nc(COc3ccc(C#N)cc3)n(CC#N)c(=O)c2cc1OC	12	6	6	0	-2	-3	0	2	1
34	CCOCCCNC(=O)C1CCN(S(=O)(=O)N(CC(C)C)CC(C)C)CC1	9	8	6	-2	9	1	1	7	12
35	O=S(=O)(NCCO)c1cccc2cccnc12	1	1	9	13	-1	-2	8	4	7
36	CCC(C)Nc1nc(OCC(F)(F)F)nc(OCC(F)(F)F)n1 (centres undefined)	18	7	-4	7	7	2	4	12	9
37	O=C(Nc1cccc(Cl)c1)N1CCN(c2ncccn2)CC1	6	0	-10	-14	4	3	-13	-4	-4
38	Cc1ccccc1CS(=O)(=O)c1nnc([C@H](CC(C)C)NC(=O)OC(C)(C)C)o1	23	6	15	15	9	7	-3	21*	.
39	COc1ccc(CCNC(=O)CN(c2ccccc2OC)S(C)(=O)=O)cc1OC	-11	10	-4	-23	3	8	16	-3	3
40	Cc1cc(C)n2c(=S)[nH]nc2n1	-1	5	.	11	2	5	5	11	12
41	COc1ccc2cc(C(c3nnnn3Cc3ccccc3)N3CCCCCC3)c(=O)[nH]c2c1 (centres undefined)	-5	6	36	8	1	5	4	12	12
42	CC(C)(C)OC(=O)N1CCCC1C(=O)NCCc1ccccc1 (centres undefined)	26	3	-2	-1	5	-4	-3	3	1
43	O=C(CN1C(=O)COc2ccccc21)N1CCc2ccccc21	7	11	0	8	-1	-2	-1	13	4
44	COc1ccc(CCNC(=O)c2nonc2N)cc1OC	11	7	37	-2	13	18	-2	-4	-4
45	COCCNC(=O)C(c1ccc(C)cc1)N(C(=O)CCC(=O)Nc1ccccn1)C1CCCC1 (centres undefined)	8	11	5	15	2	-1	-16	27	9
46	O=C1CC(O)(C(F)(F)F)Oc2c1ccc1ccccc21 (centres undefined)	-8	-10	-65	-8	-1	-4	10	9	4
47	O=C(Cn1cnc2ccccc2c1=O)Nc1ccc2c(c1)CCC2	-2	-6	15	-25	1	3	0	-1	6
48	COc1cc(-c2nnc(CSc3nnc4nc(C)cc(C)n34)o2)cc(OC)c1OC	24	-1	-4	0	4	0	-3	8	-4
49	O=C(COc1ccccc1)N1CCN(c2nnc(-c3ccccc3)c3ccccc23)CC1	6	-2	-1	0	-2	1	2	8	2
50	CN(C)c1ccc(/C(=N\O)c2ccccc2)cc1	8	-12	-1	-81	0	3	-7	-12	5
51	Cc1c(C(=O)Nc2ccncc2)oc2ccccc12	9	-9	-4	-78	-8	-1	-21	-7	7
52	c1ccc2c(c1)NC1(CCCCC1)n1c-2nc2ccccc21	2	-4	-23	-39	3	-12	-1	-7	-10
53	COc1cc(CNc2ccc3[nH]c(=O)[nH]c3c2)ccc1OCC(=O)NC(C)(C)C	8	2	.	3	-1	.	-3	0	.
54	O=C(CCCNS(=O)(=O)c1cccs1)N1CCN(c2cccc(Cl)c2)CC1	19	8	-13	-4	4	-2	-2	8	43*
55	CCN(CC)S(=O)(=O)c1ccc(Cl)c(C(=O)Nc2nnc(C)s2)c1	7	9	.	15	-2	7	-5	8	5
56	C=C(CC)C(=O)c1ccc(OCC(=O)O)c(Cl)c1Cl	25	11	0	3	4	8	-6	8	5
57	COc1ccc2c(c1)C=CC1(O2)N(CCO)c2ccccc2C1(C)C (centres undefined)	-5	7	17	7	3	1	4	10	5
58	CCCCN(CC)S(=O)(=O)c1ccc(C(=O)Nc2nnc(-c3ccccc3Cl)o2)cc1	6	1	16	4	5	3	16	14	3
59	C=C(C)c1cccc(C(C)(C)NC(=O)Nn2cnnc2)c1	10	1	3	-16	0	6	16	-2	4
60	CCOC(=O)c1cn[nH]c1N	12	7	3	-31	5	-1	1	1	8

Further compounds.
#	Molecule	AP complement	FXIa inh mix	CatL inh	C1s block	CatB mix inh	CatB inh	CatS inh	CatG inh	Ec RNAP inh
61	COc1ccccc1N=c1oc2cc(O)ccc2cc1C(N)=O	11	-2	-134	-50	-6	-2	-12	0	-5
62	Cc1ccccc1-n1c(SCc2c(C)noc2C)nnc1-c1c[nH]c2ccccc12	12	0	3	-1	0	2	-3	-2	0
63	CCOc1nc(-c2ccccc2)ccc1-c1noc(-c2ccncc2)n1	0	7	-3	12	2	-2	-2	-7	8
64	CCOC(=O)/C(C#N)=C1/C=Nc2ccccc2N1	-6	8	11	-21	0	6	18	1	11
65	CCOC(=O)N1CCC(N2C(=O)c3ccccc3C2Nc2cc(OC)c(OC)c(OC)c2)CC1 (centres undefined)	5	4	5	-3	3	-6	12	21	5
66	CCn1c(SCC(=O)NCCOc2ccccc2)nc2ccccc2c1=O	13	3	-5	12	4	5	-2	9	5
67	COC(=O)c1ccccc1NC(=O)CN1C(=O)c2ccccc2S1(=O)=O	17	7	3	9	11	-4	0	3	1
68	O=C(CCN1CCc2ccccc2C1)Nc1ccccc1	4	5	1	12	8	1	1	10	3
69	CCOC(=O)CN(C(=O)CSc1nnc(CNc2ccc(C)cc2C)o1)c1ccccc1	9	5	-10	10	7	-1	-4	10	2
70	COc1ccccc1Nc1nc(N)nc(CSc2nncn2C)n1	3	12	-3	14	2	6	-4	11	9
71	Cn1c(=O)c2cc(NC(=O)c3ccccc3Cl)c(=O)oc2n(C)c1=O	21	33*	.	14	9	5	2	20*	7
72	COc1ccccc1C(=O)NCCc1nc2ccccc2n1C	-1	9	8	-3	2	3	8	-3	8
73	CN1C(=O)c2cccc(NC(=O)CCc3ccccc3)c2C1=O	11	0	13	-9	4	-2	2	-1	8
74	Cc1cc(C)cc(C(=O)/C=C2\NC(=O)CS2)c1	8	1	0	17	3	-1	-3	10	6
75	COc1ccc2oc(=O)c(-c3nnc(NCc4ccco4)s3)cc2c1	18	1	-16	-16	3	-1	-8	6	0
76	CC(C)OCCCNc1ncc2c(n1)CC(c1ccc(N(C)C)cc1)CC2=O (centres undefined)	-22	4	18	-2	0	-1	11	-2	2
77	CCOC(=O)c1[nH]c(C)c(/C(O)=C2\C(=O)C(=O)N(CCCN(C)C)C2c2cccnc2)c1C (centres undefined)	-21	-2	18	-16	-2	1	-2	-1	8
78	Cc1nnc(NC(=O)c2ccc(S(=O)(=O)N3CCCCCC3)cc2)o1	14	-15	1	-105	-3	4	-8	-1	3
79	COC(=O)CNC(=O)C1CCCN1C(=O)OC(C)(C)C (centres undefined)	11	10	-3	-1	2	4	3	1	5
80	CN1CC(=O)N(CC(=O)NCc2ccc(F)cc2)c2ccccc2C1=O	-10	4	-3	-19	8	6	13	-12	-1
81	CCOC(=O)N1CCC(NC(=O)c2cc(S(=O)(=O)N3CCc4ccccc43)cn2C)CC1	-8	-32	9	-120	-16	-2	-17	-19	-2
82	CC(C)C(NS(=O)(=O)c1ccc2c3c(cccc13)C(=O)N2)C(=O)O (centres undefined)	22	-9	-16	-56	0	0	-2	2	0
